Bioassay records as filed in PubChem BioAssay.
XBP1 UPR activ: adaptive UPR (XBP1) activation | activation, % at 20 µM | CHO-XBP1 luciferase reporter, IRE1-XBP1 UPR activation, luminescence; percent of tunicamycin response, DMSO as zero | 330,000 tested, 0.33% active;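 active = versus positive control, 20 µM dose yields 30% or more activation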;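 also: 100% = tunicamycin at 10 µg/mL and 0% = DMSO only wells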
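Material – CHO cell line with stable XBP1 luciferase reporter · Buffer or medium – F12 plus 10% FBS · Compound – single point, 20 µM final compound, 1% DMSO · Schedule – 16-18 h cell attachment at 37 °C, then 6 h compound exposure · Signal – Steady-Glo luminescence read · Benchmarks – high control tunicamycin 10 µg/mL final, low control DMSO vehicle only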
Mdm2-MdmX inh: disrupts the human Mdm2-MdmX interaction; inhibition, % at 8 µM; O15151+Q00987; 330,000 tested, 3% active; AID 485346; SaOS-2 split-luciferase Mdm2/MdmX complementation, luminescence;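 active = inhibition of at least 50% at 8 µM in the primary screen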
Jurkat NFkB inh: inhibitors of the PMA/ionomycin-induced NF-kB reporter in Jurkat cells | AID 435003 | PMA/ionomycin-induced NF-kB luciferase reporter, luminescence | inhibition, % at 4 µM | 330,000 tested, 0.53% active; in the data active = inhibition above about 50%
Gli-Sufu antag: Gli-Sufu pathway antagonism; 340,000 tested, 0.74% active; inhibition, % at 5 µM; Sufu-KO-LIGHT fibroblasts, Gli luciferase reporter luminescence;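 active = inhibition above about 55%, limit read from the data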;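 also: 0% = DMSO-treated cells and 100% = wells with medium but no cells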
697 NFkB inh: inhibitors of the PMA/ionomycin-induced NF-kB reporter in 697 B cells; 330,000 tested, 0.33% active; 697 B-cell NF-kB luciferase reporter, 16 h; inhibition, % at 4 µM; in the data active = inhibition above about 35%
EBI2 block: antagonists of human EBI2 receptor | P32249 | EBI2 beta-arrestin recruitment, luminescence, 7a,25-OHC stimulated | inhibition, % at 5 µM | 360,000 tested, 0.81% active | AID 651636; in the data active = inhibition above about 38%;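 also: enzyme fragment complementation signal reports receptor beta-arrestin coupling in cells; 0% = agonist plus DMSO wells and 100% = wells without agonist; some results beyond the cut were filed as inactive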
Target sequence (P32249 whole entry, looked up, the tested form may be a part): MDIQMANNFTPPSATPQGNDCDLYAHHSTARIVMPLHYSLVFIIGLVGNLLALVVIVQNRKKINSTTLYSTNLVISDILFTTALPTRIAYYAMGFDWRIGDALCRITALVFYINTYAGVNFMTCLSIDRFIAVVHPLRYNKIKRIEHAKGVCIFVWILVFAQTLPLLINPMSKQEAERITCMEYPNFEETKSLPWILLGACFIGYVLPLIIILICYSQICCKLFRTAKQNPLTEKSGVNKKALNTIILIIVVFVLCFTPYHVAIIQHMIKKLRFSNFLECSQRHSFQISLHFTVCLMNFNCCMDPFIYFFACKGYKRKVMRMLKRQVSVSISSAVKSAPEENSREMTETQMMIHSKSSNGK
CCR6 antag: blocks CCL20-driven beta-arrestin recruitment at human CCR6. P51684. CHO-K1 CCR6 PathHunter beta-arrestin, luminescence, CCL20-stimulated. inhibition, % at 20 µM. 340,000 tested, 0.49% active. AID 493098;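 active = compounds whose inhibition of the agonist-driven luminescence signal at 20 µM reaches about 50%, limit read from the data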;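 also: cells stimulated with CCL20 at 14 nM final; plate controls were DMSO with CCL20 for no effect and DMSO without agonist for full effect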
CHOP UPR activ: apoptotic UPR (CHOP) activation. CHO-CHOP luciferase reporter, luminescence; percent of tunicamycin response over DMSO baseline. activation, % at 10 µM. 330,000 tested, 0.34% active;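 active = at 10 µM dose, activation of 40% or more, normalized to positive control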;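 also: 100% = tunicamycin at 10 µg/mL and 0% = DMSO alone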
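System: CHO-CHOP luciferase reporter cell line; amount: 500 cells/well; buffer or medium: F12 medium containing 10% fetal bovine serum; incubation: 6 h compound exposure at 37 °C after overnight seeding; measured by: luciferase luminescence after 10 min with Steady-Glo reagent; evaluation: % reporter activation, DMSO baseline versus tunicamycin full activation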
CXCR6 inh: CXCR6 (human) receptor inhibition; 360,000 tested, 0.36% active; inhibition, % at 20 µM; O00574; AID 602244; CHO-K1 PathHunter CXCR6 beta-arrestin, luminescence; in the data active = inhibition above about 34%, passing the limit was not always enough;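 also: antagonist mode with CXCL16 agonist at 10 nM final; 0% = 10 nM CXCL16 with DMSO and 100% = unstimulated wells without agonist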
Target sequence (O00574 whole entry, looked up): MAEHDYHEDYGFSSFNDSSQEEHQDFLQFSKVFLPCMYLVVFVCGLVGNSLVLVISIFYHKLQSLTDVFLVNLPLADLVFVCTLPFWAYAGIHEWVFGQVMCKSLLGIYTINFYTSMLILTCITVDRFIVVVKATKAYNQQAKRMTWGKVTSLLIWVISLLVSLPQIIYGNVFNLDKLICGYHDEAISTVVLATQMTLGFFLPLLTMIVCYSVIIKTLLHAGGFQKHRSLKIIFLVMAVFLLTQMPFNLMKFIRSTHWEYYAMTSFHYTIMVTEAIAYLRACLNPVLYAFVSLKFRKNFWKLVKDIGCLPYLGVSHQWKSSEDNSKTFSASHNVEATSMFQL
* = called active by the depositor; . = not tested or not shown.

SMILES	XBP1 UPR activ	Mdm2-MdmX inh	Jurkat NFkB inh	Gli-Sufu antag	697 NFkB inh	EBI2 block	CCR6 antag	CHOP UPR activ	CXCR6 inh
C[C@H](CO)N1C[C@H](C)[C@@H](CN(C)C(=O)Nc2ccccc2)Oc2c(NS(=O)(=O)c3ccccc3)cccc2C1=O	-1.4	32.2	17.6	-46.8	8.3	0.1	8.5	0.9	4.5
COc1ccc(C(=O)Nc2ccc(C)cc2C(=O)c2ccccc2)cc1	-2.7	15.8	2.7	1.2	-1.9	-20.8	19.1	-1.4	3.2
[O-][n+]1c2ccccc2c2n1CCCN=C2c1ccc(Cl)cc1	6.0	-7.6	-24.7	-7.2	-14.0	-7.7	5.8	4.1	4.7
Nn1c(SCC(=O)Nc2ccccc2)nnc1-c1cccnc1	0.6	12.6	1.5	4.1	31.2	6.9	-9.9	-1.3	-12.0
Cc1ccc(C(c2nnnn2C(C)(C)C)N(Cc2ccco2)Cc2cccs2)cc1 (configuration not stated)	-2.6	35.2	17.3	17.7	5.2	24.5	27.5	0.1	15.6
CCN1C(=NCCCOC(C)C)N[C@@H](CCc2ccccc2)[C@H](C(=O)NCCCOC(C)C)[C@H]1C	0.3	25.7	-7.4	55.6*	-42.1	-1.6	11.6	0.7	-3.3
CCc1csc(CCNC(=O)C2CCC(=O)N(CCc3cccc(F)c3)C2)n1 (configuration not stated)	-5.7	-19.4	-9.6	-8.5	-10.6	1.3	6.4	-0.5	-5.4
CNC(=S)Nc1ccc([N+](=O)[O-])cc1C	-2.0	-21.4	-2.1	1.8	11.2	-1.8	11.4	-1.2	2.1
CCC(=O)NNc1ncnc2c1cnn2-c1ccccc1	-1.0	-7.0	-23.1	.	-1.1	4.4	-7.8	-0.4	-1.7
O=C(Nc1ccccc1)c1ccccc1CCc1ccccc1	0.7	34.0	18.6	-1.4	26.0	1.1	22.9	4.8	6.9
Cc1cccc(NCN2C(=O)C3C4C=CC(C4)C3C2=O)c1 (configuration not stated)	-3.3	9.6	15.8	1.7	14.1	-0.4	-2.5	1.2	4.9
C(=N\c1nccs1)/Nc1nccs1	0.8	23.0	-0.6	7.0	4.2	-12.0	-5.9	-0.2	-4.0
CN1C(=O)CC(N2CCN(c3ccccc3)CC2)C1=O (configuration not stated)	2.1	21.4	-6.5	-2.5	5.6	-8.3	4.9	1.1	0.8
COc1ccc(-n2ncc3c(N4CCN(c5cccc(C)c5C)CC4)ncnc32)cc1	0.3	76.7*	10.0	4.1	-1.6	-3.5	18.7	1.5	4.2
Cc1nn(C(C)C(=O)N2CCc3ccccc3C2)c(=O)c2cc3occc3n12 (configuration not stated)	1.1	13.3	4.8	2.3	22.5	-1.8	-14.0	-2.4	1.8
CCOc1ccc(/C=N/NC(=O)CSc2n[nH]c(=O)[nH]c2=O)cc1OC	0.9	8.8	-5.0	-1.0	-5.5	-10.7	-7.1	2.8	4.0
CC(Cc1cccs1)NC(=O)CCCn1nnnc1CN1CCOCC1 (configuration not stated)	-0.9	10.8	-0.3	1.0	4.8	3.6	1.1	0.3	-14.6
COc1ccc(NC(=O)CN(C)C(=O)c2ccc(C)s2)cc1	-2.4	17.7	4.1	31.6	4.5	-2.7	7.4	2.5	3.5
CC(=O)c1cccc(NS(=O)(=O)c2ccc(C(=O)Nc3ccccc3)cc2)c1	-5.6	2.2	15.5	31.5	-26.1	5.3	13.1	2.7	0.6
C/C(=N\NC(=O)c1cc(Br)ccc1O)c1ccccn1	3.4	57.5*	-28.3	66.5*	-134.9	35.9	54.1*	212.7*	39.5
O=C(O)c1cccc(-n2nc(-c3ccc(Cl)c([N+](=O)[O-])c3)c3ccccc3c2=O)c1	-6.8	16.3	-2.2	-7.3	4.7	10.9	0.8	0.3	7.9
COCCNC(=O)C(c1ccc(Cl)cc1)N(C(=O)CCC(=O)Nc1ccccn1)C1CCCC1 (configuration not stated)	-4.0	27.1	-4.9	2.6	24.3	3.8	12.0	-0.5	4.9
O=C(CSc1nnnn1-c1ccccc1)Nc1nc(-c2ccccc2)ns1	1.8	7.0	5.4	-0.2	-9.2	1.8	-6.3	-0.5	-6.4
CCc1ccc(NC(=O)CSc2nc3nc(C)cc(C)n3n2)cc1	-3.9	19.4	1.7	2.0	-18.4	-9.9	8.6	-1.8	-2.0
O=C1C2C3CC(C(Br)C3Br)C2C(=O)N1CC1CCCO1 (configuration not stated)	3.4	21.0	10.9	10.8	-4.9	-2.4	3.0	1.5	1.3
O=C1C(Cl)=C(N2CCN(Cc3ccccc3)CC2)C(=O)N1c1ccccc1	0.1	11.8	-23.7	3.8	1.9	-9.0	-0.5	-0.5	-4.4
CCc1ccc(NC(=O)Cn2ncc3c4ccccc4n(C)c3c2=O)cc1	0.0	-1.4	8.0	8.1	12.2	-7.2	8.1	0.6	1.0
O=C1CSC(c2cccc(F)c2)N1c1ccccc1 (configuration not stated)	-1.3	4.9	3.7	3.0	9.4	1.5	3.8	0.5	2.7
C#CCC(NC(=O)c1ccc(C(F)(F)F)cc1)C(=O)NCCC (configuration not stated)	-2.3	-17.3	8.0	-9.1	15.5	5.4	4.7	2.3	2.0
Nc1nnc(SCCN2C(=O)c3ccccc3C2=O)s1	1.2	19.7	5.9	5.6	10.3	-5.3	-2.6	0.6	-6.9
Cc1onc(-c2ccccc2)c1C(=O)N=C(N)c1ccc(Cl)cc1	0.6	0.1	18.7	2.4	-6.7	-4.1	1.3	-0.9	3.3
CN1CCN(Cc2nc(N)nc(Nc3ccc4c(c3)OCCO4)n2)CC1	1.7	10.1	-57.0	-34.5	-22.2	1.0	2.2	2.5	0.4
CCCOc1cccc(C2/C(=C(/O)c3ccccc3)C(=O)C(=O)N2CCN(C)C)c1 (configuration not stated)	0.8	-2.5	-13.6	23.7	-4.1	-11.3	-5.5	1.1	0.4
COc1ccc(/C=C(/C#N)C(=O)NC2CCCCC2)cc1Br	-0.4	32.8	-3.6	5.7	5.2	28.5	-2.0	-0.2	2.6
O=S(=O)(Cc1ccccc1)/C1=C(\N2CCOCC2)CCCCCC1	-1.4	-12.2	7.1	1.0	10.3	-17.2	5.8	-1.2	-3.7
CNC(=O)CC(CC(=O)c1ccccc1)c1ccccc1 (configuration not stated)	1.1	16.5	-6.9	-14.3	-3.9	-16.9	6.8	1.8	-3.2
O=C(O)C(Cc1ccc(OS(=O)(=O)Cc2ccccc2)cc1)NS(=O)(=O)Cc1ccccc1 (configuration not stated)	.	.	.	1.9	.	-10.8	11.0	.	2.4
NC(=O)c1nsc(C(=O)N(Cc2ccco2)C(C(=O)NCC2CCCO2)c2ccc(F)cc2)c1N (configuration not stated)	-1.3	-11.6	7.3	17.4	-9.5	12.4	10.1	1.2	9.1
CC(=O)c1ccc(OCCCC(=O)OCC(=O)N2CCN(S(=O)(=O)c3ccc(C)cc3C)CC2)cc1	.	.	.	-4.8	.	-3.5	7.9	.	-4.0
COc1ccc(-c2n[nH]c(C(F)(F)F)c2-c2cc3ccccc3o2)c(O)c1	0.6	80.6*	13.0	14.2	-13.4	4.4	-4.2	-0.8	0.2
O=C(c1nc2ccccn2c1CN1CCC(Cc2ccccc2)CC1)N1CCCC1	-4.9	-0.7	-9.4	18.4	7.2	-0.9	5.5	-1.8	5.7
CCc1cc(Br)ccc1N1C(=O)C2CC=CCC2C1=O (configuration not stated)	2.9	-11.9	6.6	6.5	-3.2	-18.6	-8.4	-1.7	10.0
COc1ccc(OC)c(NC(=O)CN(C)CCOc2ccc(Br)cc2)c1	1.0	-11.3	0.5	-5.8	0.9	12.7	17.1	-1.7	-8.0
COc1ccc(C2=NCCn3nc4ccccc4c32)cc1	3.8	-23.0	-17.8	-13.5	-14.1	-2.9	6.3	3.3	-3.1
CSCCC(NC(=O)c1ccccc1Cl)C(=O)NC1CCN(Cc2ccccc2)CC1 (configuration not stated)	-1.6	29.8	8.6	15.9	-18.3	7.4	-3.6	0.5	-8.8
COc1ccc(N(C(=O)Cc2cccs2)C(C(=O)NC2CCCCC2)c2cccn2C)cc1OC (configuration not stated)	-1.9	18.0	-2.6	-2.9	5.7	0.9	-6.5	1.4	2.6
COc1ccc(S(=O)(=O)NCC2CCC(C(=O)N3CCC4(CC3)OCCO4)CC2)cc1 (configuration not stated)	.	.	.	2.4	.	3.8	-15.9	.	1.3
Cc1ccc(S(=O)(=O)N2CCCC2CNC(=O)C(=O)NCc2ccccn2)cc1 (configuration not stated)	-0.2	5.4	-6.7	3.2	-13.3	-11.9	6.0	5.1	7.1
Cc1ccc(C(=O)NN=Cc2ccc3c(c2)OCO3)cc1	.	.	.	-54.7	.	10.1	-0.8	.	-16.2
CCN(CC)C(=O)Cn1cc(S(=O)(=O)CC(=O)Nc2ccc(OC)c(OC)c2)c2ccccc21	-4.4	9.1	-21.0	1.9	-0.9	-3.1	-31.5	0.3	-6.6
Cc1ccc2c(c1)NC(=O)C(CC(=O)NCCCN1CCCCC1C)O2 (configuration not stated)	-1.2	13.7	1.2	-1.2	17.1	-3.8	3.2	-0.5	-5.3
OC1(c2ccc(Cl)cc2)CCN(Cc2cn[nH]c2-c2ccc(F)cc2)CC1	-1.6	-11.4	29.1	8.5	12.5	-2.6	23.9	0.2	-12.7
CCOc1ccccc1Nc1nc(N)nc(CSc2nccc(C)n2)n1	-1.3	8.7	12.4	-17.3	-11.1	-7.3	-10.1	-0.1	-4.6
S=C(Nc1ccc(Cl)c(Cl)c1)N1CCOCC1	0.2	12.1	4.5	3.6	-30.6	-5.1	11.3	0.5	3.7
COc1ccc(C(=O)N(Cc2ccccc2)c2cccc(C)c2)c(OC)c1OC	-6.2	18.1	-4.3	7.7	7.7	5.0	20.0	0.4	11.1
O=C(NNc1ncnc2sccc12)c1ccc(Cl)cc1	1.2	-11.6	13.2	2.1	-36.1	-3.3	18.5	-0.1	3.5
CCOc1ccccc1N=CC1=C(O)CC(c2ccccc2)CC1=O (configuration not stated)	23.7	11.4	2.2	25.7	-5.9	9.6	17.3	13.2	15.4
COc1cc(C2CC(=O)N(c3ccc(C)cc3)C(=O)C2)cc(OC)c1OC	-2.4	53.7*	21.5	-16.1	-34.7	-11.9	-7.8	-1.7	-12.6
